Fam108B inh: blocks mouse Fam108B hydrolase in RBBP9 counter-screen; recombinant Fam108B, FP-Rh probe fluorescence polarization; inhibition, % at 9.51 µM; hit rate 0.33% among 300,000;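 active = inhibition above the screen mean inhibition plus 3 SD, computed separately per campaign, cut at about 18% in these data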;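 also: inhibitors lower polarization as less probe binds the enzyme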
EBNA-1 inh: blocks EBNA-1 binding to DNA; hit rate 0.34% among 300,000; AID 1950; inhibition, % at 14.8 µM; EBNA-1 DNA binding, fluorescence polarization; in the data active = inhibition above about 28%
ZTA DNA inh: counter-screen for EBNA-1 inhibitors: inhibitors of Epstein-Barr virus ZTA; P03206; ZTA-DNA binding, fluorescence polarization; inhibition, % at 11 µM; hit rate 0.15% among 320,000; AID 2234; in the data active = inhibition above about 33%
MCL1-BIM inh: disrupts human MCL1 binding to BIM-BH3 peptide; Q07820; GST-MCL1 / FITC-Bim-BH3 fluorescence polarization; inhibition, % at 10.9 µM; hit rate 0.68% among 320,000; AID 2057;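 active = inhibition above the mean inhibition of all tested compounds plus 3 SD, set per campaign, cut at about 40% in these data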;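 also: 0% = DMSO wells and 100% = unlabeled Bim-BH3 peptide control; higher means more loss of mP so more displacement of Bim peptide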
Target sequence (Q07820 whole entry, looked up): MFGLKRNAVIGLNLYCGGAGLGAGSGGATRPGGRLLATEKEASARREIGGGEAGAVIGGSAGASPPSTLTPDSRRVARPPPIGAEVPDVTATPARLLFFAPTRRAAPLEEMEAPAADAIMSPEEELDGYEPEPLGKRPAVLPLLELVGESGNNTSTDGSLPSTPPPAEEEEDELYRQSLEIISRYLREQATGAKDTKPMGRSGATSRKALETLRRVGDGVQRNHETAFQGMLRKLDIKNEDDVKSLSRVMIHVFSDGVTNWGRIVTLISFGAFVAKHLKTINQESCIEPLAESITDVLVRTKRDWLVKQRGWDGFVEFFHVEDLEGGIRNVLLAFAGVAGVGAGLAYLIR
Efflux pump inh: inhibitors of Candida antifungal efflux pumps expressed in yeast; AID 485275; S. cerevisiae Candida pump triplex, Nile Red efflux; hit rate 0.44% among 330,000; inhibition, % at 10 µM;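 active = plate passing quality check with inhibition over a set limit, or well fluorescence over plate mean plus 4 SD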;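 also: Nile Red retained in pooled yeast measured as flow cytometry median fluorescence; 0% = buffer negative control and 100% = Enniatin B positive control; higher means more Nile Red kept so more efflux inhibition; some compounds called inactive have numbers as strong as hits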
GLD-1 TGE inh: GLD-1-TGE RNA interaction inhibition (C. elegans) | Q17339 | purified GLD-1 + fluorescein TGE RNA, fluorescence polarization | inhibition, % at 5.96 µM | AID 2280 | hit rate 0.44% among 320,000;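 active = percent inhibition above a per-plate cutoff, the plate mean of test compounds plus 3 SD, cut at about 30% in these data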;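 also: 0% = DMSO wells with GLD-1 and probe and 100% = wells lacking GLD-1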
Target sequence (Q17339 whole entry, looked up): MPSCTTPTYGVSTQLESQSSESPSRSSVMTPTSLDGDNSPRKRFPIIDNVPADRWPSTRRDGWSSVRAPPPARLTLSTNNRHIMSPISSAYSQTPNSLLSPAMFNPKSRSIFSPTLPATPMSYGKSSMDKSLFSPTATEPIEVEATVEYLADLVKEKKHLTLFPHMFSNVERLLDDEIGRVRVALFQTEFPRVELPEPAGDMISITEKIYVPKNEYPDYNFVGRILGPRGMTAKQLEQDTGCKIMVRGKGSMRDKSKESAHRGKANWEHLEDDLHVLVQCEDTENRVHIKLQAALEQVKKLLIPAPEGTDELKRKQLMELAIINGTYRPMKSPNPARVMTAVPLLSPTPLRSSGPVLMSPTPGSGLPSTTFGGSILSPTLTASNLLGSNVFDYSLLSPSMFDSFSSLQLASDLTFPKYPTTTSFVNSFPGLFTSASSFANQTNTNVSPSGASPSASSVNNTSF
BCLXL inh: inhibitors of human Bcl-xL. AID 2129. Q07817. hit rate 0.7% among 320,000. GST-Bcl-xL / FITC-Bim BH3 peptide fluorescence polarization. inhibition, % at 10.9 µM;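 active = inhibition above the mean of all tested compounds plus 3 SD, cutoff set per campaign, cut at about 30% in these data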;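 also: 0% = DMSO wells and 100% = unlabeled Bim-BH3 peptide competitor; inhibitors lower millipolarization by displacing the labeled peptide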
Target sequence (Q07817 whole entry, looked up): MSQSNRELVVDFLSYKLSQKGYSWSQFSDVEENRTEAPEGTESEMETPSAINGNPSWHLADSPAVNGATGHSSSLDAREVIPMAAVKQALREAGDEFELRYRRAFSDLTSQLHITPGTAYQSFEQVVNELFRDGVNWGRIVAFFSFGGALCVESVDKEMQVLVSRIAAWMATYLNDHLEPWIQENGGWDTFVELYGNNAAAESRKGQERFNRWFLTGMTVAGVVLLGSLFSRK
MEX-5 binding: C. elegans MEX-5 TCR-2 RNA binding activity; Q9XUB2; MEX-5/FITC-TCR2 RNA binding, fluorescence polarization; active compounds read low; activity score (negative = inhibition of binding), % at 10 µM; hit rate 0.38% among 300,000;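 active = inhibition past about -25% in most replicates, and total fluorescence under double the plate's negative control median, limit read from the data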;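 also: 0% = DMSO and -100% = 5 µM competing unlabeled TCR2 RNA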
CR mimetic SO: caloric restriction mimetics inhibiting age-related superoxide in yeast | AID 2690 | S. cerevisiae aged cells, superoxide DHE fluorescence; active compounds read low | superoxide response (% of plate mean), % at 10 µM | hit rate 0.18% among 330,000;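 active = superoxide response under a set limit, about three screen SD below normal, cut at about 65% in these data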;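 also: yeast aged for seven days with compound at 30 °C before DHE staining; 100% = average MFI of all compound-treated wells on the plate with controls excluded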
* hit, by the source's call; . = no result given.

Every second line gives: Fam108B inh	EBNA-1 inh	ZTA DNA inh	MCL1-BIM inh	Efflux pump inh	GLD-1 TGE inh	BCLXL inh	MEX-5 binding	CR mimetic SO
CCN(CC)C(=O)/C(=C/c1cccc([N+](=O)[O-])c1)NC(=O)c1ccco1
→ -5	6	19	7	-0.1	-2	4	-2.5	103
O=C(O)Cn1cc2c(n1)CCCC2
→ 5	-13	5	-2	0.0	-1	-3	-0.4	107
Cc1ccc(NC(=O)C2CCCN2C(=O)Oc2ccccc2)cc1C (stereo not given)
→ 0	-8	-1	-6	-0.1	2	2	-0.2	125
COc1c(C(=O)NCCSC(C)(C)C)ccc2ccccc12
→ 3	3	-3	2	-0.2	5	0	-1.4	97
CCn1cc(CNC(=O)c2ccc(OC3CCN(Cc4ccccn4)CC3)cc2)cn1
→ -3	-1	2	0	0.0	0	5	-2.6	95
CC1CCCCN1C(=O)Cn1cnc2c1c(=O)n(C)c(=O)n2C (stereo not given)
→ 0	6	7	11	0.1	9	4	3.2	97
CC(NC(=O)NC(=O)c1ccc(Cl)cc1Cl)C1CC1 (stereo not given)
→ 0	7	6	-1	0.0	5	6	0.8	102
COc1ccc(C(=O)NCC(C)(C)N2CCOCC2)cc1S(=O)(=O)N1CCCC1
→ .	.	6	3	0.0	3	2	.	101
Nc1cc(=O)[nH]c(SCC(=O)Nc2nc3ccc([N+](=O)[O-])cc3s2)n1
→ 3	0	-4	9	0.0	5	2	-2.7	95
CS(=O)(=O)c1ccc(C(=O)N(Cc2ccccc2)c2ccccc2)cc1
→ -2	-1	-3	-17	0.0	1	0	1.6	98
CC1(C)CC(CCNC(=O)c2ccc(-n3cnnn3)cc2)CC(C)(C)N1
→ -2	9	0	2	-0.2	-4	2	-0.3	99
Cc1ccc(NC(=O)COc2ccc(N(C)S(=O)(=O)c3ccc(F)cc3)cc2)cc1
→ .	.	2	-1	0.8*	8	-4	.	134
CC1Cc2cc(S(=O)(=O)CCC(=O)NC3CCCCC3)ccc2N1C(=O)C1CC1 (stereo not given)
→ 2	-5	3	3	-0.1	0	4	-0.8	85
CC(=O)Nc1ccc(OCC(O)Cn2c(C(C)C)nc3ccccc32)cc1 (stereo not given)
→ -1	-16	-21	-4	-0.1	1	-1	1.5	109
CN(C)S(=O)(=O)c1ccc(C(=O)OCCN=C2NS(=O)(=O)c3ccccc32)cc1
→ 2	4	-3	7	-0.1	-2	5	-3.6	88
Cc1nc2ccc(NC(=O)c3cnc(Cl)c(Cl)c3)cc2s1
→ -2	3	-2	-4	0.2	-1	5	1.1	83
Cc1ccc(NC(=O)CN2C(=O)S/C(=C\c3cc(C)n(-c4ccc(C(=O)O)cc4)c3C)C2=O)cc1
→ 3	10	-5	-2	-0.2	-1	3	1.1	103
COc1ccc(C2c3[nH]c4ccccc4c3CCN2C(=O)Cc2nonc2C)c(F)c1 (stereo not given)
→ -2	-10	-2	0	0.2	2	-2	2.2	110
O=C(NCCNS(=O)(=O)c1ccc(Cl)cc1)c1cc(OCC(F)(F)F)ccc1OCC(F)(F)F
→ -3	13	5	-6	-0.1	4	3	1.2	110
CCOC(=O)CSc1nnc(CNC(=O)c2cccs2)n1-c1cccc(C)c1
→ -2	-8	-4	-3	0.1	-2	2	.	86

Efflux pump inh, hit marks shown above.
Compound | EBNA-1 inh | MCL1-BIM inh | Efflux pump inh | GLD-1 TGE inh | BCLXL inh | MEX-5 binding
Cc1ccc(NC(=O)COc2ccc(N(C)S(=O)(=O)c3ccc(F)cc3)cc2)cc1 | . | -1 | 0.8* | 8 | -4 | .

A portion taken from the entries so far, as a working copy:
Every second line gives: Fam108B inh	EBNA-1 inh	ZTA DNA inh	MCL1-BIM inh	Efflux pump inh	GLD-1 TGE inh	BCLXL inh	MEX-5 binding	CR mimetic SO
Cc1ccc(NC(=O)CN2C(=O)S/C(=C\c3cc(C)n(-c4ccc(C(=O)O)cc4)c3C)C2=O)cc1
→ 3	10	-5	-2	-0.2	-1	3	1.1	103
COc1ccc(C2c3[nH]c4ccccc4c3CCN2C(=O)Cc2nonc2C)c(F)c1 (stereo not given)
→ -2	-10	-2	0	0.2	2	-2	2.2	110
O=C(NCCNS(=O)(=O)c1ccc(Cl)cc1)c1cc(OCC(F)(F)F)ccc1OCC(F)(F)F
→ -3	13	5	-6	-0.1	4	3	1.2	110
CCOC(=O)CSc1nnc(CNC(=O)c2cccs2)n1-c1cccc(C)c1
→ -2	-8	-4	-3	0.1	-2	2	.	86

(continued)
Every second line gives: Fam108B inh	EBNA-1 inh	ZTA DNA inh	MCL1-BIM inh	Efflux pump inh	GLD-1 TGE inh	BCLXL inh	MEX-5 binding	CR mimetic SO
COC(=O)Cn1c(CN2CCC(Cc3ccccc3)CC2)nc2c1c(=O)n(C)c(=O)n2C
→ -1	-12	2	1	0.2	4	2	-0.5	110
CCNC(=O)NC(=O)COC(=O)CCCc1nc2ccccc2s1
→ -5	7	1	-4	0.1	-5	-1	-1.9	108
Brc1cccc(OCCCN2CCCCCC2)c1
→ -2	-2	-1	6	0.0	0	3	0.6	95
CC(C)Sc1nc(N)nc(-c2cccs2)c1C#N
→ -4	3	-16	-18	0.0	9	-7	4.1	101
CCN(CC(=O)NC(=O)Nc1ccccc1F)Cc1ccccc1
→ -3	-6	4	-1	0.0	0	4	-0.3	99
O=C(NCc1ccccc1Cl)c1ccc(CS(=O)(=O)c2ccccc2)o1
→ -4	1	-14	-4	0.1	9	1	2.6	80
CCOC(=O)N1CCN(C(=O)CN(c2ccc(C)cc2)S(=O)(=O)c2c(C)noc2C)CC1
→ 4	7	3	0	0.0	-6	1	1.8	105
Cc1nn(-c2ccc([N+](=O)[O-])cc2)c(N)c1-c1ccccc1
→ 5	10	-7	-35	0.0	-9	-20	3.1	97
CCCN(CC(=O)Nc1ccccc1C)C(=O)c1ccc2[nH]c3c(c2c1)CC(C)CC3 (stereo not given)
→ .	.	3	-6	0.3	3	-4	.	117
Cc1cccc2nc3c(nc12)CCCC3
→ -2	10	2	25	-0.1	-3	3	-1.1	85
N/C(=N/O)C(c1ccccc1)c1ccccc1
→ 2	1	1	6	-0.1	1	2	-0.8	97
Cc1ccc(CNC(=O)CN(C(=O)C2(C)CC(=O)N=C3C=CC=CN32)c2ccccc2)cc1 (stereo not given)
→ 5	4	14	-1	-0.2	2	-3	0.7	99
COc1ccc(NC(=O)C(c2ccc(OC)cc2)N(C)C(=O)CNC(C)=O)cc1 (stereo not given)
→ 2	-3	11	8	-0.1	2	8	0.0	93
O=S(=O)(NCc1csc(-c2ccccc2)n1)c1ccc(Cl)s1
→ 6	7	4	-2	-0.1	5	3	2.4	112
Cc1nn(-c2ccccc2Cl)c(Cl)c1/C=N/Nc1cccc(C(=O)O)c1
→ 2	-6	7	9	0.4	0	7	0.3	103
COc1cccc(NC(=O)CSc2nnc(NC(=O)c3ccco3)s2)c1
→ -1	-2	-6	-2	-0.2	3	1	-1.0	106
Cc1cc(C)c2c(N)c3cccc(C)c3nc2n1
→ 1	-1	-10	-2	0.0	-2	9	-3.7	98
Cc1nc2c(C(=O)NCCc3ccccc3)c[nH]n2c(=O)c1Cl
→ 5	4	-2	3	-0.2	-1	2	.	96
COc1ccc(S(=O)(=O)NCCN2CCOCC2)cc1[N+](=O)[O-]
→ 1	-3	-11	8	-0.1	-2	5	2.7	94
CC(=O)NS(=O)(=O)c1ccc(NS(=O)(=O)c2ccc(F)cc2)cc1
→ 3	-1	13	-3	0.1	3	3	1.3	87

Fetched by structure from above (4):
Every second line gives: Fam108B inh	EBNA-1 inh	ZTA DNA inh	MCL1-BIM inh	Efflux pump inh	GLD-1 TGE inh	BCLXL inh	MEX-5 binding	CR mimetic SO
N/C(=N/O)C(c1ccccc1)c1ccccc1
→ 2	1	1	6	-0.1	1	2	-0.8	97
Brc1cccc(OCCCN2CCCCCC2)c1
→ -2	-2	-1	6	0.0	0	3	0.6	95
O=C(NCc1ccccc1Cl)c1ccc(CS(=O)(=O)c2ccccc2)o1
→ -4	1	-14	-4	0.1	9	1	2.6	80
Cc1cccc2nc3c(nc12)CCCC3
→ -2	10	2	25	-0.1	-3	3	-1.1	85

(more compounds)
Every second line gives: Fam108B inh	EBNA-1 inh	ZTA DNA inh	MCL1-BIM inh	Efflux pump inh	GLD-1 TGE inh	BCLXL inh	MEX-5 binding	CR mimetic SO
CC(=O)Nc1ccc(S(=O)(=O)Nc2nc3ccccc3nc2-n2ccc(=NC(=O)c3ccccc3)cc2)cc1
→ 2	2	-4	14	0.1	9	13	-2.2	81
O=C(CSc1nnnn1-c1cccc(F)c1)Nc1nc2ccccc2s1
→ 0	-1	-10	1	-0.1	-6	2	2.1	97
O=C(Nc1ccc(F)cc1)N1CCC(c2nc3c(nnn3Cc3cccc(Cl)c3)c(=O)[nH]2)CC1
→ 3	-6	-11	0	0.8	1	4	.	117
COc1ccc(N2CCN(c3oc(-c4ccccc4OC)nc3C#N)CC2)cc1
→ 4	2	-7	1	-0.1	0	4	-1.5	104
O=C(NCc1ccco1)C1CCC(N2C(=O)c3ccccc3C2=O)CC1 (stereo not given)
→ 1	2	2	4	0.0	3	6	1.4	88
ClCC1NCC(c2ccccc2Cl)c2c1[nH]c1ccccc21 (stereo not given)
→ 1	-9	2	-82	-0.1	-56	-52	-1.2	95
COc1ccc2[nH]c(C)c(CCNc3ccc(C(F)(F)F)cc3[N+](=O)[O-])c2c1
→ 18	-14	-18	-10	-0.3	9	-1	0.4	116
CC(c1ccccc1)n1c(-c2ccc(C(C)(C)C)cc2)n[nH]c1=S (stereo not given)
→ -4	9	-1	-9	-0.1	11	-6	3.4	99
Cc1cc(=O)[nH]c(SCC(=O)c2ccc(F)c(C)c2)n1
→ -1	-3	7	13	-0.1	-3	6	-1.3	94
O=C(NCc1ccccc1Cl)C1CCCN(S(=O)(=O)c2cccc3nonc23)C1 (stereo not given)
→ -2	1	-23	1	-0.3	-1	0	-1.0	109
CCOC(=O)C(=CNc1ncccc1C)C(=O)OCC
→ 6	-1	3	6	0.0	3	6	1.7	109
C=CCn1c(-c2cccc(S(=O)(=O)N(CC)CC)c2)n[nH]c1=S
→ 3	-7	6	-25	-0.1	4	-14	1.7	85
O=C(c1c(F)c(F)c(F)c(F)c1F)N1CCN(c2cccc(C(F)(F)F)c2)CC1
→ 2	3	1	-4	0.0	6	1	0.8	87
O=C1CC(=O)N(c2ccccc2)N1c1ccccc1
→ 3	2	2	-3	0.0	1	-3	5.0	100
CCOc1ccccc1CN1CCNC(=O)C1CC(=O)NC1CCCCCC1 (stereo not given)
→ -5	-15	0	9	0.5	3	15	-1.0	107
CC(Nc1nc(-c2ccccc2)nc2ccccc12)c1ccccc1 (stereo not given)
→ -24	-3	-1	-6	1.9*	7	-2	-1.3	122
CCC(N=c1cc(-c2ccc(OC)cc2)oc2ccc(C)cc12)C(=O)O (stereo not given)
→ -4	4	-1	10	0.1	1	5	-2.7	91
c1ccc(OCc2noc(CN3CC[C@@H]4CCCC[C@H]4C3)n2)cc1
→ -6	-8	2	-3	0.1	3	1	1.2	118
CC(C)(C)c1ccc(C(=O)NCCNC(=O)c2ccco2)cc1
→ 3	0	-8	0	0.1	4	1	4.6	104
CCN(/C(N)=N/c1nc(C)cc(C)n1)c1ccccc1
→ -4	1	-8	-10	0.2	-8	-2	-1.9	102
COc1cc(C(=O)NCCCN(C)C)ccc1OCC(=O)Nc1cccc(C(F)(F)F)c1
→ -3	-4	-3	2	-0.2	2	3	1.0	92
CCOc1ccc(CN(C)CC(=O)NCc2ccc(F)cc2)cc1
→ 4	-9	-7	-7	0.5	8	-7	4.0	84
